V-ATPase pHluor = regulators of yeast V-ATPase proton transport. S. cerevisiae, pHLuorin cytosolic pH fluorescence. response, % at 10 µM. AID 504577. 350,000 compounds, 0.37% hits; in the data active means response mostly above about 7.3%, no sharp cut-off; inactive means mostly below about 5.4%; further: actives read high; inactives centre near 0; some compounds called inactive have numbers as strong as hits; reference of the scale not given here
MITF act = increases MITF-driven TRPM1 promoter luciferase signal. SK-MEL-5 TRPM1-promoter luciferase, 24 h; % of positive control, neutral wells = 0. activation, % at 12.5 µM. 300,000 compounds, 0.75% hits;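 active means mean activation of at least 80% with every replicate also reaching 80%; inconclusive means mean reaches 80% but some replicate falls short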;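 further: 0% = neutral control wells and 100% = parthenolide positive control wells; values of inactives mirror those of a sister screen read the other way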
SR-BI DiI inh = blocks mouse SR-BI lipid uptake from DiI-HDL. Q61009. ldlA[mSR-BI] CHO cells, DiI-HDL uptake fluorescence, 3 h. AID 488896. inhibition, % at 12.5 µM. 320,000 compounds, 0.96% hits;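 active means mean replicate inhibition of at least 70% and a set share of replicates each scoring 70 or more; inconclusive means meets just one of the two criteria; inactive means fails both criteria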;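 further: 0% = median of neutral control wells and 100% = median of positive control wells; values of inactives mirror those of a sister screen read the other way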
Target sequence (Q61009 whole entry, looked up): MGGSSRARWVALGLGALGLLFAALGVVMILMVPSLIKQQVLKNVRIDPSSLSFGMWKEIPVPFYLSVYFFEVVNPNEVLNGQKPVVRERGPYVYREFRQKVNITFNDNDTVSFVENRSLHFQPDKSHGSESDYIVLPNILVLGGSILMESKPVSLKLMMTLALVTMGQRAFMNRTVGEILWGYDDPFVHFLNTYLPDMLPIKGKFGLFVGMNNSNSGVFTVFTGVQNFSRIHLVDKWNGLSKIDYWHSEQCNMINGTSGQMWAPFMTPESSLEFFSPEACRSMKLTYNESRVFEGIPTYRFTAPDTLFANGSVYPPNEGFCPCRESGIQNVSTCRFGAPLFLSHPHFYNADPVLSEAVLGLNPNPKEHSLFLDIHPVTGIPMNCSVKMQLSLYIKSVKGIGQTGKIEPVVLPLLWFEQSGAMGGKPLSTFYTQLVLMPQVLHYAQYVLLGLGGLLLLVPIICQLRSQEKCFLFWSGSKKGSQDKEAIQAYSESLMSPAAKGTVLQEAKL
HTR5A inv ag = inverse agonist of human HTR5A in OPRM1-OPRD1 counter-screen | HTR5A cell line, luminescence, inverse agonism | inhibition, % at 9.3 µM | 340,000 compounds, 0.083% hits; in the data active means inhibition mostly above about 23%, no sharp cut-off; inactive means mostly below about 18%;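 further: 0% = cells with DMSO and 100% = no-cell wells with DMSO; some compounds called inactive have numbers as strong as hits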
CDK5 p35 inh = blocks human CDK5/p35 kinase activity; Q00535+Q15078; Recombinant CDK5/p35, ADP-Glo luminescence, 60 min; inhibition, % at 10 µM; 330,000 compounds, 0.01% hits; AID 488839;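 active means highest replicate inhibition of at least 50% and at least 75% of replicates reaching 50%; inconclusive means only one of the two criteria met; inactive means both criteria failed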;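 further: plate controls were DMSO neutral control for no effect and GW8510 at 10 µM for full effect; many of its hits are not listed in these tables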
NSD2 HMT inh = inhibitors of human histone methyltransferase NSD2. NSD2 peptide methylation, AlphaScreen, 120 min. inhibition, % at 12.5 µM. 310,000 compounds, 0.54% hits; in the data active means inhibition above about 50%
dFosB activator = mouse delta FosB homodimer activation. activation, % at 25 µM. P13346. 340,000 compounds, 0.99% hits. purified delta FosB, TAMRA-CDK5 oligo fluorescence polarization; percent of positive-control signal above neutral wells;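 active means mean activation above about 17%, with every replicate also reaching it, limit read from the data, passing the limit was not always enough; inconclusive means only one of the two conditions met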;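 further: fluorescence polarization rise as delta FosB binds a TAMRA Cdk5 AP-1 oligo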
Target sequence (P13346 whole entry, looked up): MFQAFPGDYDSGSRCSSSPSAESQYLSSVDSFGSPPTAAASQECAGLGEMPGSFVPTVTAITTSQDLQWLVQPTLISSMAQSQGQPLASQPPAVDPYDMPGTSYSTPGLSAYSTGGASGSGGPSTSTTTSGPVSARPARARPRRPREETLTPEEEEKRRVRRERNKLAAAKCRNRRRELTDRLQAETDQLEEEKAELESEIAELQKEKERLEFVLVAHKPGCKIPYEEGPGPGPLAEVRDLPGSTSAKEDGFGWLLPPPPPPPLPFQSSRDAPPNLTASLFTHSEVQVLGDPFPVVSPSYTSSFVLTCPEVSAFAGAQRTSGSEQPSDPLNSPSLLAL
HTR5A ag ctr = activates human HTR5A in OPRM1-OPRD1 agonist counter-screen; HTR5A agonist assay, luminescence, cell-based; activation, % at 9.3 µM; P47898; 340,000 compounds, 0.61% hits; AID 504692; in the data active means activation mostly above about 9.5%, no sharp cut-off; inactive means mostly below about 7.6%;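 further: 0% = cells with vehicle only and 100% = reference agonist; strong numbers were not always called active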
PvdQ acylase = P. aeruginosa PvdQ acylase inhibition. inhibition, % at 10 µM. purified PvdQ acylase, fluorescence plate reader. 340,000 compounds, 0.063% hits; in the data active means inhibition above about 30%, passing the limit was not always enough; inconclusive means no clear call, values can overlap the other calls;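 further: 0% = vehicle neutral wells and 100% = reference inhibitor wells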
Wnt bcat act = activates Wnt/beta-catenin signaling in a reporter cell assay. 300,000 compounds, 1.2% hits. AID 743398. activation, % at 9.35 µM. activator, plate reader; in the data active means activation above about 30%, passing the limit was not always enough; inconclusive means no clear call, values can overlap the other calls;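 further: 0% = neutral control wells and 100% = positive control wells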
* hit, by the source's call; ? = inconclusive; . = no result given.

SMILES	V-ATPase pHluor	MITF act	SR-BI DiI inh	HTR5A inv ag	CDK5 p35 inh	NSD2 HMT inh	dFosB activator	HTR5A ag ctr	PvdQ acylase	Wnt bcat act
Cc1ccc(-c2nc3cc(NC(=O)C(C)C)ccc3o2)cc1	-1	29	21	2	-3.0	-1	-4	1	6	.
CCc1nnc(SCc2ccc([N+](=O)[O-])cc2)nc1CC	-5	4	-1	0	1.2	.	-14	8	13	-3
Cc1cc(C(=O)CCl)c(C)n1CC1COc2ccccc2O1 (stereo not drawn)	0	-49	3	-5	-0.4	5	-13	10	5	-2
Fc1ccc(Cn2c(-c3cscn3)nc3ccccc32)c(Cl)c1	-1	4	25	3	0.3	-1	-1	-4	9	-6
COc1ccccc1NC(=O)CSCc1cc(=O)n2c(C)csc2n1	5	1	0	10	-1.1	-8	-10	5	-14	0
COc1ccc(S(=O)(=O)N(C)CC(=O)NC2CC2)cc1OC	-3	-14	-9	-9	-0.8	-2	0	4	-10	-1
CCOc1ccc(NC(=O)Cn2nnc(C(=O)NCc3cccs3)c2N)cc1	-5	8	-8	-3	1.6	-8	14	3	5	-2
Cc1ccccc1OCc1nc2ccccc2c(=O)n1NC(=O)c1ccco1	-2	0	-14	14	0.3	10	1	-4	7	-1
CCN(CC)CCCn1c(=S)[nH]c2ncccc2c1=O	-1	4	0	-23	0.7	55*	0	9	11	1
CC(C)N(Cc1ccccc1)C(=O)COC(=O)c1ccccc1SCC(=O)N1CCCC1	-1	-6	-11	-4	0.0	0	-12	4	-2	-3
COc1ccc(N(CC(=O)NC2CCCCC2)C(=O)c2snc(C(N)=O)c2N)cc1	1	5	-11	-2	1.1	3	-3	4	-9	1
CC1CCN(c2ccc(NC(=O)c3ccc([N+](=O)[O-])o3)cc2)CC1	6	-81	87*	-4	-4.6	0	-11	2	-17	-20
CCn1c(=O)c2sccc2n2c(CCCC(=O)NCCc3ccc(S(N)(=O)=O)cc3)nnc12	-3	-5	-10	-11	-0.7	0	-5	1	2	-1
CC(=O)c1cc(C)ccc1OC(=O)c1ccncc1	-3	.	16	-12	0.9	-3	5	4	0	0
O=C(CCn1c(=S)[nH]c2ccccc2c1=O)N1CCCCC1	1	1	18	-35	.	-4	4	9.4*	6	1

Pulled by compound from the entries so far (three):
SMILES	V-ATPase pHluor	MITF act	SR-BI DiI inh	HTR5A inv ag	CDK5 p35 inh	NSD2 HMT inh	dFosB activator	HTR5A ag ctr	PvdQ acylase	Wnt bcat act
Cc1ccc(-c2nc3cc(NC(=O)C(C)C)ccc3o2)cc1	-1	29	21	2	-3.0	-1	-4	1	6	.
O=C(CCn1c(=S)[nH]c2ccccc2c1=O)N1CCCCC1	1	1	18	-35	.	-4	4	9.4*	6	1
Cc1cc(C(=O)CCl)c(C)n1CC1COc2ccccc2O1 (stereo not drawn)	0	-49	3	-5	-0.4	5	-13	10	5	-2

(next part)
SMILES	V-ATPase pHluor	MITF act	SR-BI DiI inh	HTR5A inv ag	CDK5 p35 inh	NSD2 HMT inh	dFosB activator	HTR5A ag ctr	PvdQ acylase	Wnt bcat act
CCNc1nc(NCC)nc(N/N=C/c2ccccc2)n1	-3	1	-17	0	1.8	-1	1	0	5	1
O=C(O)C1CCCCC1C(=O)NC(c1ccccc1)c1ccccc1 (stereo not drawn)	2	4	.	0	-1.9	2	-4	0	4	3
COc1ccccc1-c1nc2n(n1)C(c1cccs1)C(C(=O)Nc1cccnc1)=C(C)N2 (stereo not drawn)	-2	.	-10	11	-0.8	0	9	4	15	.
O=C1CC(c2ccccc2)n2nc(NC(=O)c3ccccc3)nc2N1 (stereo not drawn)	1	.	-21	1	0.6	-4	-6	0	-14	.
Cc1ncc(CO)c(/C=N/NC(=O)c2cc(Br)ccc2O)c1O	6	-41	116*	8	-3.9	4	-11	-1	-11	30
O=C(C[n+]1cccc2ccccc21)c1ccc(NC(=O)c2ccccc2)cc1	-3	-7	28	4	0.8	1	1	-1	-10	-4
Cn1cnnc1SCC(=O)NC1CCCC1	4	18	-9	1	-2.8	0	0	0	-20	0
COc1ccc(-n2c(=O)[nH]cc(C(=O)N3CCCc4ccccc43)c2=O)cc1	-5	.	-10	-19	2.7	.	5	2	-11	4
COc1ccc2c(c1)CC(N1CCN(C)CC1)c1cc(OC)ccc1S2 (stereo not drawn)	4	.	0	-15	6.7	47	14	4	10	-3
Cc1cc(C)c(NC(=O)COc2cccnc2[N+](=O)[O-])c(C)c1	-4	-7	-2	-1	1.1	-3	0	0	-12	-7
CN1C(=O)N2CN(C3CCCCC3)CN3C(=O)N(C)C1C23 (stereo not drawn)	10	-10	-29	-19	-0.7	-1	-5	-7	-11	-2
O=C1CC(c2cccc(Cl)c2)C(n2cncn2)C(=O)C1C1NCCc2ccccc21 (stereo not drawn)	2	3	-15	-9	0.7	-1	4	2	-14	-2
Nc1cc(-c2ccc(Br)cc2)nn1S(=O)(=O)c1cccc2nsnc12	5	.	22	15	-1.4	.	-1	-5	-12	0
CC(=O)NC(Cc1ccc(F)c(F)c1)C(=O)NC1CCN(C(=O)c2ccc(Cl)cc2)CC1 (stereo not drawn)	4	-6	.	-24	-0.3	2	-9	8	4	-3
O=C(Cc1cccc(NC(=O)C2CCCN(C(=O)C3CC3)C2)c1)Nc1ccc(C(=O)N2CCCCC2)cc1 (stereo not drawn)	1	-5	75*	-8	-0.5	.	-5	2	-8	0
CCCCOc1ccccc1NC(=O)c1ccc(=O)[nH]c1	-2	-5	-27	-5	0.9	0	-4	-1	-5	.
C/C(=N\NC(=O)c1nnn(-c2nonc2N)c1COc1ccc(F)cc1)c1ccc(Cl)cc1	0	2	-11	10	0.7	-12	4	-4	3	15
Cc1ccc(C(=O)NCc2ccc(F)cc2)cc1NC1=NC2CS(=O)(=O)CC2S1 (stereo not drawn)	-1	-1	-14	10	-2.5	.	-8	-3	-14	-3
CCCc1cc(=O)[nH]c(SCc2cccc(C)c2)n1	0	-1	-12	-7	-10	1	-2	3	-1	-1
CN1CCN(c2nc3ccccn3c(=O)c2/C=C(\C#N)S(=O)(=O)c2ccccc2)CC1	-3	.	-11	-13	0.0	0	-7	0	-10	0
Nc1ccccc1Oc1ccc2ccccc2c1	2	10	-4	5	2.5	3	-4	-2	9	.
Cn1c(CSCc2ccccc2Cl)nnc1SCC(=O)Nc1nccs1	-3	-6	20	-13	2.3	-1	-16	4	-14	.
COc1cc(C(=O)OCC(=O)NCc2ccccc2)cc(NC(=O)c2ccco2)c1OC	0	10	7	11	0.9	0	26*	-1	10	0
CC(NC(=O)COc1ccccc1-c1ccccc1)c1ccccc1 (stereo not drawn)	2	10	-22	-14	-0.5	-1	-4	2	-6	-6
Cc1[nH]n(-c2ccccc2)c(=O)c1/C=N/Nc1nncc(-c2ccccc2)n1	1	-46	91*	20	-2.2	-1	-10	4	-5	1
COc1ccc(OC(C)C(=O)N(C)Cc2nc(-c3cccc(C)c3)no2)cc1 (stereo not drawn)	-3	.	.	-36	-0.7	-2	-6	12	-13	-2
COc1ccc(CN2C3CCCC2CC(NC(=O)Nc2cccc(C)c2)C3)cc1 (stereo not drawn)	0	11	20	17	.	18	-6	17*	-3	-1
Cc1c(C)n(C(=O)CN2CCN(c3ccccn3)CC2)c2ccccc12	0	-9	-12	9	0.2	.	-10	1	-3	.
Cc1ccc(-n2c(SCC(=O)N3CCOCC3)nnc2-c2ccncc2)cc1C	1	0	.	32	2.3	-2	3	1	7	-1
C=C(C)CCC(C)N1CCC(n2nccc2NC(=O)CCOc2ccccc2)CC1 (stereo not drawn)	-1	7	-4	-3	1.2	0	-6	2	5	2
Cc1cc(NN)nc2ccc(Cl)cc12	-1	-11	-14	-6	1.3	1	-4	2	3	-2
O=C(NCCCn1ccnc1)/C(=C/c1ccc(F)cc1)NC(=O)c1ccccc1	6	.	.	-15	-0.4	-2	-5	5	-1	22
CC(C)c1onc(C(=O)Nc2sc3c(c2C#N)CCC3)c1[N+](=O)[O-]	.	6	1	-6	0.4	2	-1	-2	-13	.
CCOC(=O)N1CCN(C(=O)CN(c2ccccc2)S(C)(=O)=O)CC1	-4	-3	2	-11	-0.5	-1	-4	4	-15	-8
Cc1cccc(C)c1OCCCCN1CCCCC1	-3	13	-11	9	0.4	12	-10	-2	11	-5
Cc1ccc(-c2ccc(/C=N/O)o2)cc1[N+](=O)[O-]	-3	45	-9	-13	0.2	2	-8	-1	-16	4
CCCCN(C(=O)c1cc(CC)c(C)s1)c1c(N)n(CCC)c(=O)[nH]c1=O	0	8	-25	-4	0.7	1	-2	2	-14	0
OCCC#Cc1ccc(CN2CCN(C3CCCCC3)C(CCO)C2)cc1 (stereo not drawn)	5	-7	2	-2	0.2	-1	-7	-3	6	.
COCCCNC(=O)CSc1ccsc1[N+](=O)[O-]	1	5	5	-5	0.4	8	-3	3	10	-1
COc1ccc(C2C=C(c3ccc(C)c(C)c3)Nc3ncnn32)c(OC)c1OC (stereo not drawn)	-1	-14	19	-7	-3.6	.	-22	2	-6	-8
CC1CCCC(C)N1CC(O)COc1c(F)cc(Br)cc1F (stereo not drawn)	1	-9	2	-2	-4.8	5	-14	1	-14	-3
Cc1ccc(N2CC(C(=O)NCCc3ccc(S(N)(=O)=O)cc3)CC2=O)cc1 (stereo not drawn)	-2	-15	-2	10	-0.1	-14	1	11	4	-3
Cc1cc2n(n1)C(c1cn(-c3ccccc3)nc1C)Nc1ccccc1-2 (stereo not drawn)	-4	2	19	10	-1.4	-10	-13	-4	-10	-3
CCN(CC)S(=O)(=O)c1cccc(C(=O)NCCCN2CCOCC2)c1	4	-2	-20	13	-1.4	-1	-3	-1	-10	.
COc1nc(C)nc2c1sc(=S)n2C	-6	11	-4	-14	-0.8	-2	0	0	11	.
CCOC(=O)c1c(-c2cccs2)csc1NC(=O)c1ccncc1	2	.	10	-14	-0.7	1	11	5	1	.
COc1ccc(OC)c(NC(=O)c2cc(-c3cc(C)cc(C)c3O)n[nH]2)c1	1	-4	77*	-4	1.6	19	12	1	4	0
Cc1cc(C)n(-c2nc3c(c(=O)n(C)c(=O)n3C)n2Cc2cccc(Br)c2)n1	12	-8	.	1	0.6	-3	-7	1	-7	1
CCc1[nH]nc(C(=O)NC2CCCN(Cc3ccccc3F)C2)c1C (stereo not drawn)	-4	-3	3	18	-2.8	-1	-13	2	-13	2
Cc1cc(C)c(C#N)c(SCc2nc3ccccc3c(=O)[nH]2)n1	1	46	19	15	-0.9	-2	-8	-6	0	?
O=C(CN1CCN(CC(=O)Nc2ccc3c(c2)OC2(CCCCC2)O3)CC1)Nc1cccc(F)c1	-2	-8	68	2	0.3	0	-9	-1	-3	11
CCOC(=O)C1CCCN(c2c(NCCCN(CC)c3ccccc3)c(=O)c2=O)C1 (stereo not drawn)	1	-3	-7	2	2.8	1	-9	-2	-3	-3
Cc1ccc(C(=O)Nc2ccc3nc(C)sc3c2)s1	2	45	40	7	-0.9	-1	-16	1	-9	.
O=C(c1ccc(Cl)nc1)N1CCN(S(=O)(=O)c2ccc3c(c2)OCCO3)CC1	-1	2	3	6	1.9	-1	-11	9	-19	1
CC(C)CCN1CCN(C2CSCCSC2)CC1CCO (stereo not drawn)	3	4	-2	12	2.8	1	-2	8	6	-3
CCOc1ccccc1NC(=O)N1CCCC(c2nc3c(nnn3Cc3ccc(C)cc3)c(=O)[nH]2)C1 (stereo not drawn)	-2	-4	1	-7	0.5	32	-3	3	-11	.
